Bioassay records (PubChem)
TLR4 MyD88 comp: TLR4-MyD88 interaction inhibition in cells. HeLa CL3-4 TLR4/MyD88 BLA complementation, FRET ratio. inhibition, % at 8.4 µM. O00206+Q99836. 200,000 compounds, 0.18% hits; in the data active = inhibition above about 25%;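 also: 0% = vehicle and 100% = reference inhibitor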
Target sequence (O00206 whole entry, looked up): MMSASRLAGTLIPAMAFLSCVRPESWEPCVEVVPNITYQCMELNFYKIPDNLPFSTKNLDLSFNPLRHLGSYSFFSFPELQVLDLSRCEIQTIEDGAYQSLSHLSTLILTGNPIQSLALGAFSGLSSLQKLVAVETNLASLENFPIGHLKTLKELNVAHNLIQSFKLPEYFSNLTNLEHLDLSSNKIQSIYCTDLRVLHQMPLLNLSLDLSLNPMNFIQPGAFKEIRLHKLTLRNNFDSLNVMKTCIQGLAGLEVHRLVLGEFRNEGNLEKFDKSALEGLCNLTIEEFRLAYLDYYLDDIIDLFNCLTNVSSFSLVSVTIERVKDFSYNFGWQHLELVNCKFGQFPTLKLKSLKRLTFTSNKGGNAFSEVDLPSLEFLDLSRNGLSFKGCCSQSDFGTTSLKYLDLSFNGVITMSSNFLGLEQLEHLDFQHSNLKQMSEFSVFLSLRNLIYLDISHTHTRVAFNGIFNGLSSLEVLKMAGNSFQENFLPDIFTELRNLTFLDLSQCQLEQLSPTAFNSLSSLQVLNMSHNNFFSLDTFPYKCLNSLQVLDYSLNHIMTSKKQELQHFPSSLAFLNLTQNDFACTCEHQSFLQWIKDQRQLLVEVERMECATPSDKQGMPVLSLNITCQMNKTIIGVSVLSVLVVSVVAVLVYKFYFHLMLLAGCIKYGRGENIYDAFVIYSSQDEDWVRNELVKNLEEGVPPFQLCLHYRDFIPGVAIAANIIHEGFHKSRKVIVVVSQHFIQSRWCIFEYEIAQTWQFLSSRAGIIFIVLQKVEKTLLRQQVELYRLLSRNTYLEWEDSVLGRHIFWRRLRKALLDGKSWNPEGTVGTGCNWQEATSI
Target sequence (Q99836 whole entry, looked up): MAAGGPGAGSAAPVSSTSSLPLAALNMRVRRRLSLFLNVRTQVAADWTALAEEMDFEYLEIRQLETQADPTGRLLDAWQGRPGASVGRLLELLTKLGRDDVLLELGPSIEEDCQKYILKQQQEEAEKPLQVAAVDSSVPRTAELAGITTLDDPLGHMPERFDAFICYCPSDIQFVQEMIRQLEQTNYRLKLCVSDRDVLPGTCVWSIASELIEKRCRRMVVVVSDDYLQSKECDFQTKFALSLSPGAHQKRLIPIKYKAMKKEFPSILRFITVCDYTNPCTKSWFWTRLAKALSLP
APP 5'UTR act: APP 5'UTR luciferase reporter activation | activation, % at 2 µM | 190,000 compounds, 1% hits | SH-SY5Y APP 5'UTR luciferase reporter, luminescence; zero percent = DMSO vehicle wells;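 active = activation above a set limit, based on mean plus 3 SD of controls, cut at about 140% in these data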; also: values of inactives mirror those of a sister screen read the other way
NF-kB expr up: compounds increasing NF-kB expression in human neuronal cells; NF-kB reporter expression; stronger effect = higher value; fold change at 12.5 µM; 190,000 compounds, 1.6% hits; AID 1239; in the data active = fold change above about 3.3
Diaph act CS: counter-screen for diaphorase-based assays: diaphorase activators and chemical reducers; Diaphorase/resazurin coupled assay, resorufin fluorescence, 16 min; stronger effect = higher value; 1 = vehicle wells, 0 = NADH-free wells; activation factor at 20 µM; 190,000 compounds, 0.005% hits; AID 1229;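 active = diaphorase activity raised at least twofold by the compound at 20 µM; inactive = activation factor below 2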
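Material: purified diaphorase enzyme from Clostridium kluyveri; Also added: 0.114 mM NADH and 0.1 mM resazurin, final amounts; Doses: single compound dose of 20 µM, 1% DMSO final; Times: 16 min enzyme reaction, ambient temperature; Detection: resorufin fluorescence, excitation 544 nm, emission 590 nm; Measure: increased resorufin signal from activators or reducing compounds.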
FLuc inh counter: inhibits firefly luciferase, flagging false hits in luciferase inhibition screens | P08659 | ATPLite firefly luciferase biochemical luminescence, 10 min | inhibition, % at 10 µM | 200,000 compounds, 1.5% hits;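 active = inhibition above about 50% when tested at 10 µM, limit read from the data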
FLuc act counter: affects firefly luciferase, flagging false hits in luciferase stimulation screens; P08659; ATPlite luciferase biochemical, luminescence, 10 min; 0 = ATP-free wells, 1 = DMSO control; activation factor at 10 µM; 200,000 tested, under 10 active; AID 1027;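 active = luciferase activation factor, scaled between plate controls, of at least 2 with compound at 10 µM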
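System: luciferase plus luciferin reagent, cell-free; medium: PBS as buffer for the ATP substrate; dosing: test compounds dosed from 2 mM stocks in 100% DMSO; timing: 10 min post-reagent at room temperature; measured by: luminescence measurement of luciferase light output; evaluation: luciferase activation, seen as luminescence increase over controls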
APP 5UTR inh: APP translation inhibition; SH-SY5Y APP 5'UTR-luciferase reporter, luminescence; inhibition, % at 2 µM; 190,000 compounds, 0.82% hits;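 active = inhibition above a set limit, derived from the sample mean plus 3 SD, cut at about 45% in these data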; also: values of inactives mirror those of a sister screen read the other way
G6PDH CS: L. mesenteroides G6PDH inhibition counter-screen; Purified L. mesenteroides G6PDH, diaphorase/resazurin coupled fluorescence, 45 min; inhibition, % at 5 µM; 200,000 compounds, 0.12% hits; AID 1020; in the data active = inhibition above about 50%
Diaphorase inh: counter-screen for diaphorase-based assays: diaphorase inhibitors and chemical oxidizers | diaphorase resazurin-to-resorufin fluorescence, NADH, 16 min; bacterial (C. kluyveri) enzyme, not human | inhibition, % at 20 µM | 190,000 compounds, 0.69% hits | AID 1217;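 active = primary screen inhibition at 20 µM above a set limit, cut at about 50% in these data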;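 also: plate controls were DMSO with full reaction for no effect and wells lacking NADH for full effect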
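Assay system: diaphorase enzyme from Clostridium kluyveri; Input: enzyme working solution with 0.14 U/mL diaphorase; Timing: 16 min at room temperature; Technique: resorufin fluorescence, excitation 544 nm, emission 590 nm; Benchmarks: positive control minus NADH, DMSO neutral control.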
STAT1 activator: STAT1 signaling activation. 200,000 compounds, 2.6% hits. activation (% of control), % at 5.5 µM. NIH 3T3 STAT1-luciferase reporter, IFN-gamma, luminescence; 100% = IFN-gamma alone, no compound;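 active = activation above the screen-wide mean activation plus 3 SD, cut at about 130% in these data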;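 also: raw ratio to IFN-gamma control signal so 100% means no change and 0% no light; values of inactives mirror those of a sister screen read the other way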
* marks the source's active call; other numbers are inactive results; nt = not tested or not shown.

SMILES	TLR4 MyD88 comp	APP 5'UTR act	NF-kB expr up	Diaph act CS	FLuc inh counter	FLuc act counter	APP 5UTR inh	G6PDH CS	Diaphorase inh	STAT1 activator
COc1ccccc1Nc1nc2c(C)cccc2cc1C#N	-3	-1	0.97	0.9	-2	1	0	9	12	106
Cc1noc(C)c1CC(=O)N1CCCC(C(=O)c2ccc(C(C)(C)C)cc2)C1 (stereo unspecified)	-12	-1	nt	0.7	-6	1.1	1	11	29	101
CC(C)(C)NC(=O)C(=O)NNC(=O)c1ccccc1	-11	5	1.2	0.9	-5	1.1	-5	6	14	102
Cc1cccc(C)c1NC(=O)C1(N(Cc2ccco2)C(=O)CC2NC(=O)NC2=O)CCCC1 (stereo unspecified)	-6	6	1.2	0.9	-4	1	-6	3	12	98
O=C(CNc1ccc(Oc2ccccc2)cc1)N1CCOCC1	-16	11	1.1	0.9	5	1	-11	1	6	89
O=C(COC(=O)c1ccccn1)Nc1ccc(S(=O)(=O)N2CCOCC2)cc1	4	-8	1.1	0.8	-8	1.1	8	-11	21	95
COC(=O)C(CO)NC(=O)C(C)NC(=O)CNC(=O)OCc1ccccc1 (stereo unspecified)	4	3	1.2	1	-2	1	-3	3	4	108
O=C(N/N=C1\CC2CC=CC12)c1ccccc1Cl (stereo unspecified)	9	8	0.97	1	-5	1.1	-8	12	0	102
Cc1ccc(Cn2nnc3c(=O)n(CC(=O)N4CCCc5ccccc54)cnc32)cc1	8	19	0.97	1	4	1	-19	0	1	84
COC(=O)C1=C(N)Oc2cc(C)n(CC3CCCO3)c(=O)c2C1c1ccc(Cl)c(Cl)c1 (stereo unspecified)	-12	-9	0.55	0.8	1	1	9	8	19	99
O=C(NC(=S)Nc1nc(-c2cccc([N+](=O)[O-])c2)cs1)c1cc(Cl)ccc1Cl	11	-12	1.1	0.9	-2	1	12	15	9	107
CN(C(=O)/C=C/c1ccco1)c1ccccc1C(=O)O	4	-9	1.3	0.9	2	1	9	-3	6	104
COc1ccc(CCN2C(=O)C(Oc3ccccc3C)C2c2ccc3c(c2)OCO3)cc1 (stereo unspecified)	-16	-3	0.73	1	0	1	3	6	5	102
O=C(CCl)Nc1cccc(-c2cnc3ccccc3n2)c1	7	nt	0.73	0.9	12	0.9	nt	-3	9	76
COc1cc(C(=O)NC(=S)Nc2ccc(N3CCCC3)cc2)cc(OC)c1OC	1	15	0.9	0.9	-6	1.1	-15	-21	5	104
O=C(NCCN1CCc2ccccc2C1)Nc1ccc([N+](=O)[O-])cc1	-6	5	0.91	0.9	-6	1.1	-5	3	6	87
CC(=O)OC(COc1ccc(F)cc1)Cn1cnc2ccccc21 (stereo unspecified)	-5	-15	1.4	0.9	-7	1.1	15	6	7	103
COc1ccc2cc(CN(CCO)C(=O)c3ccc(Br)cc3)c(=O)[nH]c2c1	6	-10	0.7	0.9	-11	1.1	10	4	14	97
O=C(Nc1ccc2c(c1)CCC2)c1cccc(S(=O)(=O)N2CCN(c3ccccc3)CC2)c1	-7	10	1	0.9	-6	1.1	-10	-4	12	97
Cc1ccccc1Oc1ccc(NC(=O)C2CC=CCC2C(=O)O)cc1 (stereo unspecified)	1	-16	1.4	0.9	-5	1.1	16	9	12	98
COc1ccc(N2CCN(C(=O)Cn3nnc(-c4cccs4)n3)CC2)cc1	7	8	0.88	0.9	0	1	-8	1	14	104
CCN(/C=N/S(=O)(=O)c1ccc(Cl)cc1)CC	-15	0	nt	1	-4	1	0	8	1	96
CC(=O)Nc1cc2c(cc1[N+](=O)[O-])OCCO2	-7	9	1.1	1.1	0	1	-9	7	-8	93
CC1(C)N(OCc2ccccc2)C(=O)C(=O)N(OCc2ccccc2)C1(C)C	-4	7	1.1	0.9	-9	1.1	-7	-3	14	97
CCC(CO)[n+]1c(C)cc(/C=C2\Sc3ccccc3N2Cc2ccccc2)cc1C (stereo unspecified)	20	12	1.2	0.8	-1	1	-12	-30	16	76
Cc1cc(N2CCN(C)CC2)nc2ccc(NC(=S)NC3CC3)cc12	4	6	1	1.1	-8	1.1	-6	5	-10	98
COc1ccc(OC)c(Nc2cc(C)nc3ccccc23)c1	8	2	0.83	0.8	-10	1.1	-2	0	19	95
CS(=O)(=O)c1ccc2nc(NC(NC(=O)c3ccco3)(C(F)(F)F)C(F)(F)F)sc2c1	1	17	0.9	0.9	-7	1.1	-18	-2	9	98
Cc1cc(=O)oc(C)c1C(=O)Nc1c(C)n(C)n(-c2ccccc2)c1=O	15	22	1.1	0.9	-6	1.1	-22	-2	14	104
CCCC(=O)Oc1ccc(N(C(=O)CCC)S(=O)(=O)c2cccs2)cc1	-4	4	1.2	0.9	-5	1.1	-4	3	8	98
CC(=O)NC(C)c1nc2ccccc2n1CC(=O)N1C(C)CCCC1C (stereo unspecified)	3	7	0.87	0.9	-1	1	-7	4	7	94
COc1ccc(/C=N/NC(=O)c2ccc(CSc3nncn3C)cc2)cc1OC	-4	23	1.3	1	6	0.9	-23	-12	1	96
Cc1cc(C)n(S(=O)(=O)c2ccc(C)c(C)c2C)n1	1	9	0.85	0.9	-7	1.1	-9	-4	12	102
COc1nc(NS(=O)(=O)c2ccc(C)cc2)nc(C)c1Cl	-2	-5	0.95	0.9	1	1	5	2	11	98
COCCN(CCOC)c1cc(C)c(C#N)c2nc3ccccc3n12	-4	20	0.95	0.6	-4	1	-20	-1	36	100
CCc1ccc(/C=N/NC(=O)c2cc(C3CC3)nc3ccc(Br)cc23)s1	-6	-72	1	1	-7	1.1	72*	9	-3	96
C=CCn1c(O)c(CN2CCN(Cc3ccccc3)CC2)c(C)c(C#N)c1=O	-10	-4	1.2	0.9	-2	1	4	30	13	96
O=C1COc2ccc(C(=O)COC(=O)CNC(=O)C3CCCCC3)cc2N1	5	3	1	1.1	5	1	-2	-3	-6	101
Cc1ccc(NC(=O)Nc2cc(Cl)ccc2C2COC(=O)C2=N)cc1 (stereo unspecified)	10	-5	1.4	1	0	1	5	13	3	95
O=C(Cc1ccccc1)N/N=C/c1cccs1	6	-11	0.38	0.9	-8	1.1	11	4	14	102
CC(=O)N(CC(=O)O)c1ccccc1C(=O)O	0	1	1	1	-1	1	-1	1	-3	106
O=C(NCCCn1ccnc1)c1noc2c1CCCC2	12	19	1	0.9	-2	1	-19	7	15	99
Cc1ccc(C(=O)c2cc3ccccc3o2)cc1[N+](=O)[O-]	7	79	2	1	1	1	-80	2	4	139*
COc1ccc(N(CC(=O)Nc2ccc3c(c2)OCO3)S(=O)(=O)c2c(C)nn(C)c2C)cc1	-9	13	0.98	0.9	0	1	-13	4	12	94
COC(=O)c1sccc1NC(=O)CSCC(=O)O	1	12	1.2	0.9	-7	1.1	-12	11	5	90
O=C1/C(=C\c2ccccn2)SC(=S)N1Nc1ncc(C(F)(F)F)cc1Cl	14	0	1.2	0.8	-4	1	0	-1	18	101
CCOC(=O)C1(Cc2ccccc2)CCN(Cc2csc(C(C)=O)c2)CC1	8	1	0.91	1	-4	1	-1	10	4	96
COc1ccc(F)cc1C(=O)C1CCCN(Cc2ccc3c(c2)OCCO3)C1 (stereo unspecified)	-4	12	0.99	0.9	-1	1	-12	9	9	89

Fetched by compound from the entries so far, six records:
SMILES	TLR4 MyD88 comp	APP 5'UTR act	NF-kB expr up	Diaph act CS	FLuc inh counter	FLuc act counter	APP 5UTR inh	G6PDH CS	Diaphorase inh	STAT1 activator
C=CCn1c(O)c(CN2CCN(Cc3ccccc3)CC2)c(C)c(C#N)c1=O	-10	-4	1.2	0.9	-2	1	4	30	13	96
O=C1COc2ccc(C(=O)COC(=O)CNC(=O)C3CCCCC3)cc2N1	5	3	1	1.1	5	1	-2	-3	-6	101
O=C(NCCCn1ccnc1)c1noc2c1CCCC2	12	19	1	0.9	-2	1	-19	7	15	99
CCOC(=O)C1(Cc2ccccc2)CCN(Cc2csc(C(C)=O)c2)CC1	8	1	0.91	1	-4	1	-1	10	4	96
Cc1ccc(NC(=O)Nc2cc(Cl)ccc2C2COC(=O)C2=N)cc1 (stereo unspecified)	10	-5	1.4	1	0	1	5	13	3	95
O=C1/C(=C\c2ccccn2)SC(=S)N1Nc1ncc(C(F)(F)F)cc1Cl	14	0	1.2	0.8	-4	1	0	-1	18	101

Next section.
SMILES	TLR4 MyD88 comp	APP 5'UTR act	NF-kB expr up	Diaph act CS	FLuc inh counter	FLuc act counter	APP 5UTR inh	G6PDH CS	Diaphorase inh	STAT1 activator
CCN(CC)CCCN1C(=O)C(O)=C(C(=O)c2cccs2)C1c1ccccn1 (stereo unspecified)	-5	12	nt	nt	nt	nt	-12	nt	nt	101
COc1cc2c(cc1NC(=O)c1cncc(Br)c1)oc1ccccc12	-6	-3	1.2	0.8	-5	1	4	-66	22	88
CCN1C(=O)C(CC(=O)Nc2cccc(C(C)=O)c2)S/C1=N\c1ccccn1 (stereo unspecified)	-1	-16	0.99	1.1	-2	1	16	8	-10	103
Cc1ccc(S(=O)(=O)N2CCN(c3nc(C)c4c(c3C#N)CC(C)(C)OC4)CC2)cc1	4	15	0.49	0.6	-5	1	-15	5	38	98
CC(NCc1cccc(OCc2ccccc2)c1)C(O)c1ccccc1 (stereo unspecified)	-13	16	0.93	1	-6	1.1	-16	3	0	104
COc1ccccc1N1CCN(C(=O)c2ccc(CS(=O)(=O)c3ccccc3OC)o2)CC1	-3	6	0.67	0.9	-3	1	-6	16	12	96
CCOC(=O)c1sc(NC(=O)CSc2nc3c(cc2C#N)CCCCC3)c(C#N)c1C	-17	2	1.2	1	-2	1	-2	4	1	105
CC12CN3CC(C)(CN(C1)C3c1ccc(F)cc1)C2 (stereo unspecified)	-26	-7	1.2	0.9	-6	1.1	7	1	6	98
CCN1CCCC1Cn1cnc2c([nH]c3cc(OC)ccc32)c1=O (stereo unspecified)	5	9	1.2	0.9	-6	1.1	-9	3	11	106
COc1ccc([N+](=O)[O-])cc1/C=N/NC(=O)CNC(=O)c1cccc(F)c1	12	1	0.68	0.7	-4	1	-1	-11	31	102
COc1ccc(NC(=O)Nc2nnc(N3CCCCC3C)s2)cc1OC (stereo unspecified)	-2	28	1.3	0.9	3	1	-28	17	13	100
COc1cc(/C=C/c2ccc3cccc(OC)c3n2)c(O)c([N+](=O)[O-])c1	4	7	1	1	6	0.9	-7	-2	4	99
O=C(CCCn1c(=O)c2sccc2n(CC(=O)NCc2ccco2)c1=O)NCc1ccco1	-2	-9	1.1	0.9	-6	1.1	9	-18	10	102
C=CCNc1sc(C(=O)c2ccccc2)c(N)c1C#N	-6	-10	0.73	0.9	-12	1.1	10	5	7	102
CC(=O)Nc1ccc(S(=O)(=O)c2ccc(N)cc2)cc1N	7	1	0.91	0.8	-7	1.1	-1	0	17	98
